pCIP destab: lowers stability of the mouse p/CIP coactivator protein; Q05BA5; F442A p/CIP-EGFP cells, EGFP fluorescence, 16 h; decrease of EGFP signal, % at 10 µM; hit rate 0.01% among 290,000;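 active = EGFP signal decrease of at least 30% at 10 µM or well 3 SD below plate mean, unless failing retest; inactive = the rest, including hits failing retest or dose response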; also: some compounds called inactive have numbers as strong as hits; many of its hits are not listed in these tables
SUMO HTRF inh: blocks human SUMOylation mediated by UBC9; P63279; HTRF SUMOylation assay, SAE1/SAE2 + UBC9, in vitro; inhibition, % at 35 µM; hit rate 0.36% among 290,000; in the data active = inhibition above about 50%, passing the limit was not always enough; also: strong numbers were not always called active
PfM18AAP inh: blocks P. falciparum M18 aspartyl aminopeptidase; recombinant PfM18AAP, H-Glu-NHMec fluorogenic cleavage; inhibition, % at 7.35 µM; hit rate 1.2% among 290,000;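 active = inhibition above the campaign mean inhibition over all tested compounds plus 3 SD, cut at about 28% in these data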;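 also: 0% = plate median of test compound wells and 100% = 2 mM ZnCl2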
IDE inh: inhibitors of human insulin-degrading enzyme in cells | P14735 | hit rate 0.41% among 320,000 | HEK cells, FAbetaB cleavage, fluorescence polarization | inhibition, % at 5.59 µM;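 active = percent inhibition above the average of all tested compounds plus 3 SD, set per screening campaign, cut at about 16% in these data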;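 also: IDE supplied by intact live HEK cells; FP after avidin binding of uncleaved biotin substrate so inhibition keeps polarization high; 0% = DMSO wells and 100% = 60 µM reference IDE inhibitor Ii1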
Target sequence (P14735 whole entry, looked up): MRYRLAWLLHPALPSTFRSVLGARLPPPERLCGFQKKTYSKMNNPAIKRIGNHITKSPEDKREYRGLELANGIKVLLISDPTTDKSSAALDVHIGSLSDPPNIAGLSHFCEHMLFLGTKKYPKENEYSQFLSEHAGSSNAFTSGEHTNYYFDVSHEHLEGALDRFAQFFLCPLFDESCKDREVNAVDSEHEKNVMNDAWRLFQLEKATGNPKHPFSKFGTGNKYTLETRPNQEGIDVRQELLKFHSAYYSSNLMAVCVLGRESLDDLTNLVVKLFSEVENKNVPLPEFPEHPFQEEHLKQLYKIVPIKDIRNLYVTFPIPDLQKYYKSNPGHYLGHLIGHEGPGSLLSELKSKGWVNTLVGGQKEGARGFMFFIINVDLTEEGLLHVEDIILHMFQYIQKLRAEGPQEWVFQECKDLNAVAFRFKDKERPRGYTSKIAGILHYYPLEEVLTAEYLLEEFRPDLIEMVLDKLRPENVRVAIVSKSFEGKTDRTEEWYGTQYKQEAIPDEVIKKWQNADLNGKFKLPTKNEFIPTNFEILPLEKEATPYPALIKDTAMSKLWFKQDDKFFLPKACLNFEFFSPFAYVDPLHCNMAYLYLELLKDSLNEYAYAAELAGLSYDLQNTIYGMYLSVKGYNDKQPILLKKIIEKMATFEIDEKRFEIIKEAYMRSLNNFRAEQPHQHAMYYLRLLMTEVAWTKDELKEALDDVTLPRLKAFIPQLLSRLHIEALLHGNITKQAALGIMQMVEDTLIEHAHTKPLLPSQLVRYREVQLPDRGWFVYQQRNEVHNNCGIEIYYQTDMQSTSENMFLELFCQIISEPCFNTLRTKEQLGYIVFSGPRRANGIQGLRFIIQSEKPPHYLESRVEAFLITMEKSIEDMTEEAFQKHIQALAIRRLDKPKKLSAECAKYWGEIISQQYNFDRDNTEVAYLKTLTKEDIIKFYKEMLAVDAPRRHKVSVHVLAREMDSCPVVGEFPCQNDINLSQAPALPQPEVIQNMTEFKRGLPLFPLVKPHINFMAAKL
IDE act: IDE (human) activation, cell-based | hit rate 0.073% among 340,000 | P14735 | HEK cells, FAbeta-B cleavage, fluorescence polarization; 0% vehicle, 100% cell-free pure enzyme wells | activation, % at 5.96 µM | AID 493087;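 active = activation above the mean of all tested compounds plus 3 SD, set per screening campaign, cut at about 17% in these data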
FID counter: counter-screen for HCV NS3 helicase inhibitors: DNA intercalator displacement; DNA fluorescent intercalator displacement, fluorescence; inhibition, % at 7.9 µM; hit rate 0.17% among 290,000; AID 1845; in the data active = inhibition above about 37%;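 also: 0% = vehicle and 100% = reference compound; higher means more ethidium bromide displaced from hairpin DNA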
VIM-2 inh: inhibitors of Pseudomonas aeruginosa VIM-2 metallo-beta-lactamase | purified VIM-2, nitrocefin hydrolysis, epi-absorbance fluorescence | inhibition, % at 5.6 µM | hit rate 0.89% among 290,000;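 active = inhibition above the mean of all tested compounds plus 3 SD, cutoff set per screening run, cut at about 7.5% in these data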;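 also: red hydrolysis product quenches plate fluorescence so inhibitors raise well fluorescence; 0% = enzyme with DMSO and 100% = DMSO without enzyme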
IMP-1 inh: inhibitors of Pseudomonas aeruginosa IMP-1 metallo-beta-lactamase; AID 1556; inhibition, % at 5.6 µM; purified IMP-1, nitrocefin hydrolysis, epi-absorbance fluorescence; hit rate 0.45% among 290,000;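 active = inhibition above the mean plus 3 SD of all compounds in the same screening run, cut at about 4.5% in these data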;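 also: 0% = IMP-1 with DMSO and 100% = DMSO wells lacking enzyme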
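assay system = purified recombinant IMP-1 metallo-beta-lactamase enzyme | schedule = 15 min preincubation plus 25 min reaction at 25 °C | signal = Epi-absorbance fluorescence, 480 nm excitation, 530 nm emission | read-out basis = percent inhibition from optical density relative to buffer-blank wells | controls = IMP-1 with DMSO as 0%, enzyme-free DMSO as 100%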
HCV NS3 hel inh: blocks Hepatitis C virus NS3 helicase unwinding; NS3 helicase DNA unwinding, Cy5 molecular beacon fluorescence; inhibition, % at 10.9 µM; hit rate 0.56% among 290,000; AID 1800;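 active = inhibition above the mean of all tested compounds plus 3 SD, set per campaign, cut at about 35% in these data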;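 also: 0% = DMSO wells and 100% = thioflavine S control wells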
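Assay system: hepatitis C virus NS3 helicase domain fragment enzyme. Also added: annealed dual-labelled DNA beacon duplex, ATP-started. Timing: 1 h reaction at 25 °C, ATP-initiated. Technique: Cy5 fluorescence at 0 and 60 min, beacon hairpin quenching. Evaluation: % inhibition of unwinding. Replication: one well per compound.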
An asterisk follows results filed as active; . = not tested or not shown.

Values run as follows: pCIP destab, SUMO HTRF inh, PfM18AAP inh, IDE inh, IDE act, FID counter, VIM-2 inh, IMP-1 inh, HCV NS3 hel inh
Cc1ccc(S(=O)(=O)N2CCN(C(=O)CN3CCOCC3)C2C(C)C)cc1 (stereo unspecified)
→ -7, 17, 2, 2, 3, 3, -2.9, -1.6, -7
NC(=O)Cc1nc2scc(-c3ccccc3)c2c(=O)[nH]1
→ -7, 15, -3, 4, ., -13, -2.8, 0.0, 1
CC(=O)OC1COC(n2c(O)c(N=NC(N)=S)c3ccccc32)C(OC(C)=O)C1OC(C)=O (stereo unspecified)
→ 6, -8, 4, 2, 5, -22, -3.0, -2.2, -5
CC(=O)Nc1ccc(Nc2ccccc2)cc1
→ 3, 12, 0, -2, -4, 0, -0.4, -1.1, 5
O=C(c1ccc(Br)cc1)N(c1ccccn1)C1CCCCC1
→ 12, -23, -2, -1, 1, -19, -0.1, -2.6, -7
CN(Cc1ccccc1)C(=C(Cl)Cl)/C(=C1/NCCN1C)[N+](=O)[O-]
→ 8, 7, -5, 4, 2, 4, 0.1, -3.5, 3
CC(C)(C)c1ccc(CNC(=O)C2CCCN2C(=O)Nc2ccccc2)cc1 (stereo unspecified)
→ -7, -11, 1, -6, 3, -23, 0.7, -0.9, 8
CCC(C(=O)OCC(=O)Nc1c(Cl)cccc1Cl)c1ccccc1 (stereo unspecified)
→ -23, -12, -8, -4, 2, -13, 2.6, -0.7, -2
Cc1ccc(NC(=O)C(c2ccccc2)c2ccccc2)nc1
→ -8, 0, 0, 2, 8, -10, -1.5, -1.0, -7
CC(=O)Nc1cccc(OCC(O)Cn2cnc3ccccc32)c1 (stereo unspecified)
→ -13, 6, 0, 0, -6, -11, -1.5, -2.6, -8

(more compounds)
Values run as follows: pCIP destab, SUMO HTRF inh, PfM18AAP inh, IDE inh, IDE act, FID counter, VIM-2 inh, IMP-1 inh, HCV NS3 hel inh
COc1ccc(C(=O)/C=C/c2ccc(OC)c(CN3CCOCC3)c2)cc1
→ -3, 3, 4, 1, 3, -2, -1.8, -2.3, -21
O=C(/C=C/c1ccc(Br)cc1)c1ccc(NC(=O)c2ccco2)cc1
→ -1, 45, 5, 5, 0, 0, -3.5, -1.7, 14
CCOC(=O)c1cccc(NC(=O)CCCn2c(=O)c3cccn3c3cccnc32)c1
→ -3, 23, 4, 4, 4, -26, -1.7, -5.4, 0
COc1cc(NC(=O)c2cnc(NCc3ccccc3)nc2C)cc(OC)c1OC
→ -7, 18, 8, -1, 3, -39, -2.2, -4.3, 4
O=C(NNC1CC(=O)N(c2ccccc2)C1=O)c1ccco1 (stereo unspecified)
→ 5, -7, 0, 2, 0, -6, 0.0, 0.0, -7
COc1ccccc1NS(=O)(=O)c1cc(N)ccc1N1CCCCC1
→ -10, 2, 4, -4, -9, -10, -2.4, -3.1, 5
Cc1cc(C)c(NC(=S)N(CCN(C)C)C(C)c2cccnc2)c(C)c1 (stereo unspecified)
→ -1, 10, 2, -3, -3, 3, 1.6, -0.6, -9
CC(=O)Oc1ccc(C(=O)Nc2ccccc2C(=O)NCC(C)C)cc1
→ 0, 1, 1, 6, 2, -12, -1.8, -3.4, 11
COC(CNC(=O)C(=O)Nc1cc2c3c(c1)CC(=O)N3CCC2)OC
→ 10, 0, -1, 3, -1, -12, -2.8, -2.3, 4
CC1(C)CC(=O)C2=C(C1)Nc1ccccc1NC2c1cccc(F)c1 (stereo unspecified)
→ 0, -1, 11, ., -3, -17, -0.8, 1.1, 20

As entered above:
VIM-2 inh, COC(CNC(=O)C(=O)Nc1cc2c3c(c1)CC(=O)N3CCC2)OC reads -2.8
FID counter, COc1ccc(C(=O)/C=C/c2ccc(OC)c(CN3CCOCC3)c2)cc1 reads -2

More results
Values run as follows: pCIP destab, SUMO HTRF inh, PfM18AAP inh, IDE inh, IDE act, FID counter, VIM-2 inh, IMP-1 inh, HCV NS3 hel inh
COc1ccc(NC(=O)C(NC(C)=O)C(=O)NCc2ccccc2OC)cc1 (stereo unspecified)
→ 3, -3, -1, -7, 2, -13, -1.8, -2.3, 0
Cc1ccc(CNC(=O)C2CCC(=O)N2C(C)C)cc1 (stereo unspecified)
→ -4, 4, -4, -1, -1, 0, 1.9, -0.3, -1
O=C(CNC(=O)c1nc[nH]c1C(=O)N1CCc2ccccc2C1)OCc1ccccc1
→ 0, -4, -2, 3, 4, -44, -0.9, -3.2, 12
Cc1ccc(C2=NO[C@@](CC(=O)O)(C(=O)Nc3ccc4c(c3)OCCO4)C2)cc1
→ 7, 4, -9, ., 3, -32, -3.2, -3.3, -3
COc1ccc(OCCCC(=O)Nc2cccc([N+](=O)[O-])c2)cc1
→ -7, 2, -13, 7, -2, 3, -1.1, -1.9, 7
Cc1nc(N)sc1C(=O)NN
→ 0, 3, 10, -2, ., -2, -3.5, -4.1, 6
Cc1cc2c(cc1C)C(c1ccsc1)CC(=O)N2 (stereo unspecified)
→ -9, -12, 8, -5, 3, -21, -1.2, -3.5, 13
CC(C)c1cc(C(=O)O)n[nH]1
→ 2, -5, 5, -1, 5, -7, 0.7, -1.4, 15
CCc1nnc(NC(=O)C2CCN(c3nccc(C)n3)CC2)s1
→ -11, 19, 8, -9, -4, -25, -4.2, -2.0, 2
CC(O)CSc1nc2c(c(=O)[nH]c(=O)n2C)n1CC(O)COc1ccccc1 (stereo unspecified)
→ -3, 7, -5, 4, 4, -12, -0.8, -1.0, 1

(list continues)
Values run as follows: pCIP destab, SUMO HTRF inh, PfM18AAP inh, IDE inh, IDE act, FID counter, VIM-2 inh, IMP-1 inh, HCV NS3 hel inh
Cc1ccc(NC(=O)/C=C/C(=O)O)c(NC(=O)c2ccccc2)c1
→ -4, 8, -14, -2, 3, 1, -0.2, -1.6, 5
Cc1csc(CN(C)C(=O)C2CCC(=O)N(CCCc3ccccc3)C2)n1 (stereo unspecified)
→ -13, 14, -8, -1, 5, -26, 0.9, 0.3, 4
COC(=O)c1c(NC(=O)CSc2nnc(Cn3nnc4ccccc43)n2C)sc(C)c1C
→ -4, 5, 0, -4, -8, -14, -2.4, -3.2, 7
CCOc1ccc2oc(C(=O)NC3CC(C)(C)NC(C)(C)C3)c(C)c2c1
→ -2, 18, -4, 8, -2, 23, 2.0, 0.9, -16
Cc1ccc(-c2nnc(N3CCN(C(=O)c4ccco4)CC3)c3ccccc23)cc1
→ -12, 6, -11, 2, 2, -31, 2.4, -2.4, 2
Cc1c(Cl)cccc1-n1ccnc1SCC(=O)O
→ 1, 21, 1, -2, 4, -3, 1.5, -0.5, 6
CC(O)CNc1nc2c(c(=O)n(Cc3ccccc3)c(=O)n2C)n1C (stereo unspecified)
→ -11, 17, -17, -2, -3, -2, 1.1, -2.1, 4
CC(=O)NCCCC(=O)NN1C(=S)N(Cc2ccccc2)C(=O)C1CC(=O)Nc1cccc(C)c1 (stereo unspecified)
→ -10, -9, -5, -6, 6, -22, -0.4, -1.1, -11
O=S(=O)(c1ccc(Oc2ccc(Br)cc2F)nc1)N1CCCCC1
→ ., ., -1, -7, -4, -9, -2.1, -2.4, 12
CCN(CC)S(=O)(=O)c1ccc2c(c1)N(CC(=O)NCc1ccccn1)C(=O)CO2
→ -7, -16, 8, -2, -1, -14, -2.5, -1.5, 18

Later entries:
Values run as follows: pCIP destab, SUMO HTRF inh, PfM18AAP inh, IDE inh, IDE act, FID counter, VIM-2 inh, IMP-1 inh, HCV NS3 hel inh
Cn1c(O)c(C=NC(CC(N)=O)C(=O)O)c(=O)n(C)c1=O (stereo unspecified)
→ -8, 13, 3, ., ., 1, -0.9, -2.9, 0
Cc1cc(C)cc(NC(=O)c2ccc(CNc3c(N4CCCC4)c(=O)c3=O)cc2)c1
→ -3, 14, 2, 8, -7, -9, -3.2, -2.0, -5
O=C(Nc1cccc(Cl)c1N1CCCCC1)c1ccc2c(c1)OCCO2
→ -11, -17, -15, 2, -1, -2, -3.3, -2.2, 4
COc1cccc(CNC(=O)CCC(=O)N2CC(C)Oc3ccccc32)c1OC (stereo unspecified)
→ 0, -10, -8, -3, -1, -33, -2.3, -3.8, -12
O=C(O)c1ccc(NC(=O)c2ccccc2NC(=O)c2cccc(F)c2)cc1
→ 7, 14, -11, -2, 1, -27, -1.8, -1.7, 10
O=[N+]([O-])c1ccc(O)c(CN2CCCCCC2)c1
→ -14, 12, 3, 3, 2, 3, -1.6, -1.5, 7
Cc1cccc(-n2c(-c3csc(C)c3C)n[nH]c2=S)c1
→ 6, 1, 14, -2, -17, -17, -0.6, -4.2, 4
O=c1c2ccccc2nc(CSc2nnnn2-c2ccccc2)n1-c1ccccc1Cl
→ 4, 3, -5, 4, 3, -6, 0.7, -0.4, -10
COc1ccc(-c2nnc(SCC#N)o2)cc1
→ -5, -4, -9, 0, 3, 3, -0.6, -1.4, -4
Cc1ccc(S(=O)(=O)NCCNc2ccc([N+](=O)[O-])cc2C(F)(F)F)cc1
→ 12, -31, 1, 5, 0, 14, 1.5, -0.5, -1

(list continues)
Values run as follows: pCIP destab, SUMO HTRF inh, PfM18AAP inh, IDE inh, IDE act, FID counter, VIM-2 inh, IMP-1 inh, HCV NS3 hel inh
Cc1ccc(N(C(=O)CCC(=O)Nc2ccccn2)C(C(=O)NC(C)C)c2ccc(F)cc2)cc1 (stereo unspecified)
→ -12, -11, -6, -2, 4, -19, -1.5, -1.8, 7
CC(C)CN(CC(C)C)C(=O)Nc1cccc([N+](=O)[O-])c1
→ -11, 11, 3, 3, 2, -7, -5.0, -3.3, -4
Cc1cc(C(=O)Cn2nc(C(=O)O)c3ccccc3c2=O)c(C)n1-c1ccccc1
→ -4, 12, -13, 5, 0, -2, -3.0, -1.4, -7
CCc1ccc(-c2nc(NC(=S)NC(=O)c3cccs3)sc2C)cc1
→ -9, 36, 0, 0, 4, 1, -2.5, -6.2, -3
Cc1ccc(C)c(NC(=S)NC(NC(=O)Cc2ccccc2)C(Cl)(Cl)Cl)c1 (stereo unspecified)
→ 3, 39, -2, 2, -3, -4, -2.6, 0.9, 0
COCCn1c(-c2cccc([N+](=O)[O-])c2)nc2c1c(=O)[nH]c(=O)n2Cc1ccccc1
→ -13, 7, -1, 2, -1, -19, 1.0, -0.6, -12
Cc1ccc(N2C(N)=NC(N)=NC23CCCC3)c(C)c1
→ -14, 28, 3, 2, -2, 2, -1.2, -4.0, -7
C=CCc1cc(C=O)cc(OC)c1OCc1c(Cl)cccc1Cl
→ -3, -11, 1, 5, 0, -1, 1.2, -2.8, 1
COc1ccc(NC(=O)CSc2nc3ccccc3c(=O)n2CCC(=O)N2CCCCC2)cc1
→ -9, -3, -9, -8, -1, -9, -2.0, -4.2, 3
